HP1b binding inh: blocks HP1-beta chromodomain binding to methylated histone tails | P83916 | AlphaScreen HP1-beta / biotin-H3K9me3 peptide binding | Potency, µM (highest dose often 114 µM), for inactives: at the highest dose activity change, negative = inhibition, actives largely listed as inhibitors | 390,000 tested, 0.56% active | AID 540317; further: potency means the concentration at half of the fitted maximal effect; nearly all actives have a fitted effect of over 70% in size; inactives centre near 23
Target sequence (P83916 whole entry, looked up): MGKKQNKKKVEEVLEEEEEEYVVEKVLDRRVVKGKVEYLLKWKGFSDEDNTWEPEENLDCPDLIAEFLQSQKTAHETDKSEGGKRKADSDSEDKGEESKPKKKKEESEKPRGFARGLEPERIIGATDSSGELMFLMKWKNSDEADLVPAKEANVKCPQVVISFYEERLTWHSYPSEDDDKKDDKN
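AlphaScreen: HP1-beta (50 nM) preformed 30 min with biotin-H3(1-18)K9me3 peptide (50 nM) in PBS pH 7.4, 0.01% Tween-20. Compound added for 30 min at RT, then streptavidin donor/nickel chelate acceptor beads (10 ug/mL) for 30 min.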
G9a block: blocks human histone lysine methyltransferase G9a; Q96KQ7; G9a H3K9 monomethylation, AlphaScreen, 2 h; Potency, µM (series often up to 102 µM), without a hit: at the highest dose activity, negative = inhibition, actives largely listed as inhibitors; 350,000 tested, 8.8% active; AID 504332; further: potency means the concentration at half of the fitted maximal effect; on the % scale 0 is the no-effect control and ±100 the full control effect; nearly all actives have a fitted effect of over 75% in size
Target sequence (Q96KQ7 913-1193 limits assumed): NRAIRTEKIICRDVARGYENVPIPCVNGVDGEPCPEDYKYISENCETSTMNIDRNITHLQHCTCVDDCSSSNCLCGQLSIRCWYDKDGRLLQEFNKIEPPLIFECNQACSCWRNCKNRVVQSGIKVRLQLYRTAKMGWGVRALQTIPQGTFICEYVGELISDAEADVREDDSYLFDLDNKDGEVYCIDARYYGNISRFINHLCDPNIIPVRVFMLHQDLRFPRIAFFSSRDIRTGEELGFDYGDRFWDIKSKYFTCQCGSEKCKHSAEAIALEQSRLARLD
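Quantitative HTS format: methyltransferase activity on a biotin-tagged H3K9 peptide is measured by AlphaScreen, using a rabbit anti-monomethyl-H3K9 antibody with streptavidin donor and anti-IgG acceptor beads. Final levels are 20 nM enzyme, 500 nM peptide, 20 uM SAM; 2 h RT.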
PI4K2A block: PI4K2A (human) kinase inhibition. Q9BTU6. purified PI4K2A, ADP-Glo luminescence, 1 h; active compounds read low. activity change, negative = inhibition, % at 76.9 µM. 420,000 tested, 0.13% active. AID 1346378; in the data active means activity change below about -50%; inconclusive means mostly about -30% to -49%;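 further: -100% = wells without enzyme as full effect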
Target sequence (Q9BTU6 whole entry, looked up): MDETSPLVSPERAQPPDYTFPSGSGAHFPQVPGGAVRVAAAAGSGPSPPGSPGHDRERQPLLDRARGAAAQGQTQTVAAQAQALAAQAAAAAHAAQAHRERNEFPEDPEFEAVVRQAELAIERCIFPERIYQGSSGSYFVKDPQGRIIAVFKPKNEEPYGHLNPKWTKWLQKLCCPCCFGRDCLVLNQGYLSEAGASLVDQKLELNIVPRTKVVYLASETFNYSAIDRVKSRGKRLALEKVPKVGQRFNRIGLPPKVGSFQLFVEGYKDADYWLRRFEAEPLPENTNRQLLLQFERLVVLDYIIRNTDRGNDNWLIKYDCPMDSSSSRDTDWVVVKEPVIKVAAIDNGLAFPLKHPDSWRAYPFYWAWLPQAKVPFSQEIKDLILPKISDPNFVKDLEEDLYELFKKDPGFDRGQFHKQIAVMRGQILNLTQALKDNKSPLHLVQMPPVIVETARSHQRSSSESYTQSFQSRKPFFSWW
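ADP-Glo luminescence measured ADP generated by PI4K2A enzyme (4 ug/mL before mixing) with 1.2 mM PI substrate (pre-mix) and 300 microM ATP (pre-mix). Tris pH7.5 buffer with MgCl2, Triton X-100; 1 h reaction at ambient temperature.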
ERG-DNA inh: blocks human ERG Ets domain binding to DNA. P11308. fluorescence polarization, His-ERG Ets domain / labelled DNA. Potency, µM (highest dose often 76.9 µM), without a hit: at the top dose FP activity, negative = inhibition, usual class: inhibitors. 370,000 tested, 0.028% active; active means well fitted inhibition curve with a large enough effect in the polarisation, with a control signal flat; inconclusive means small, poorly fitted or top-dose-only effect, or effect the other way, or a change in a side signal; inactive means no such curve, though single readings can be large or run the other way; the % refers to the polarisation;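 further: polarization taken with two DNA probes labelled with fluorescein and Texas red; potency means the concentration at half of the fitted maximal effect; % of control where 0% means no effect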
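His-tagged ERG Ets domain (1 uM in the protein solution; 300mM KCl, 50mM Tris-HCl, 1mM EDTA, 1mM DTT, pH 7.5) received compound, then a probe mix of 5 nM fluorescein-DNA and 100nM Texas-615-DNA. Fluorescence polarization was read for both dyes.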
GLS inhibitor: inhibitors of human glutaminase (GLS) | GLS enzymatic activity, qHTS titration | 410,000 tested, 0.21% active | Potency, µM (doses to about 45.5 µM), without a hit: top-dose activity change, negative = inhibition, usual class: inhibitors | O94925; further: potency means the concentration at half of the fitted maximal effect; on the % scale 0 is the no-effect control and ±100 the full control effect
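Glutamate formation by hKGA was monitored fluorometrically using coupled glutamate oxidase, HRP and Amplex Red. Substrate was added as 1 mM L-glutamine solution; incubation was 30 min at RT after an initial read.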
PGK inhibitor: inhibitors of T. brucei phosphoglycerate kinase; Potency, µM (highest dose often 57.5 µM), without a hit: at the top dose activity change, negative = inhibition, hits mostly inhibitors; PGK/GAPDH coupled, Kinase-Glo luminescence, 60 min; 380,000 tested, 0.043% active; AID 602233; P07378; further: potency means the concentration at half of the fitted maximal effect; on the % scale 0 is the no-effect control and ±100 the full control effect; nearly all actives have a fitted effect of over 60% in size
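Recombinant glycosomal PGK reaction used 1,3-bisphosphoglycerate generated in-well by GAPDH (100nM final) in 100mM TEA pH 7.6, 5mM MgCl2, 0.01% Tween-20. After 60 minutes at room temperature, ATP was read by Kinase-Glo Plus luminescence end-point.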
BAZ2B inh: BAZ2B (human) inhibition; Potency, µM (titrated, usually from 114 µM), for inactives: top-dose activity change, negative = inhibition, actives largely listed as inhibitors; Q9UIF8; AlphaScreen BAZ2B-H3K14Ac peptide displacement; 360,000 tested, 4.4% active; further: potency means the concentration at half of the fitted maximal effect; on the % scale 0 is the no-effect control and ±100 the full control effect; nearly all actives have a fitted effect of over 60% in size
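Compounds, titrated to a top concentration of 110 uM, were incubated 30 min at room temperature with preformed BAZ2B/acetyl-K14 H3 peptide complex (50 nM each). Proximity signal was measured by AlphaScreen after 20 min with beads.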
JMJD2A Tudor inh: inhibitors of human JMJD2A Tudor domain. O75164. AlphaScreen JMJD2A-Tudor / H3K4me3 peptide binding. Potency, µM (series often up to 114 µM), for inactives: at the highest dose activity change, negative = inhibition, actives largely listed as inhibitors. 390,000 tested, 4.4% active; further: potency means the concentration at half of the fitted maximal effect; on the % scale 0 is the no-effect control and ±100 the full control effect; nearly all actives have a fitted effect of over 50% in size
Pin1 inh: blocks the human prolyl isomerase Pin1; Q13526; Pin1 FP peptide displacement, HiFluor488, 10 min; Potency, µM (titrated, usually from 115 µM), for inactives: at the highest dose activity, negative = inhibition, most hits filed as inhibitors; 390,000 tested, 0.009% active; AID 504891; active means well fitted inhibition curve with a large enough effect in the polarisation, with a control signal flat, not every such curve was filed as active; inconclusive means small, poorly fitted or top-dose-only effect, or effect the other way, or a change in a side signal; inactive means no such curve, though single readings can be large or run the other way; the % refers to the polarisation; further: potency means the concentration at half of the fitted maximal effect; on the % scale 0 is the no-effect control and ±100 the full control effect
Numbers without * were called inactive; i = inactive; ? = inconclusive; · = no result given; [ ] = remark or other dose. Unless noted, the call rests on the fitted dose curve; in most records, active means well fitted curve in the direction sought with a large enough effect; inconclusive means small, poorly fitted or top-dose-only effect, or another doubt; inactive means no such curve, though single readings can be large; an effect the other way counts as inactive or inconclusive.

1. CN(NC1OC(=O)c2ccccc21)c1ccc(Cl)cc1[N+](=O)[O-] (stereo unspecified)
2. O=[N+]([O-])c1ccc(-n2nncc2-c2ccc(Cl)cc2)cc1
3. COC(=O)c1ccc(C(=O)OC)c(NC(=O)N2CC3CCCN3c3ccccc32)c1 (stereo unspecified)
4. Cc1nn(Cc2ccccc2Cl)c2sc(C(=O)Nc3ccccc3N3CCOCC3)cc12
5. CS(=O)(=O)N(CC(=O)N/N=C/c1cccc2c1OCCO2)c1ccccc1Br
6. CCOc1ccc(CCNC(=O)CN(c2ccc(C)cc2)S(=O)(=O)N(C)C)cc1OCC
7. CC(C)(C)n1nc2c(c1NC(=O)Cc1ccc(F)cc1)CS(=O)(=O)C2
8. Cc1csc2nc(CCNS(=O)(=O)c3ccc(F)cc3)cn12
screen / no.	1	2	3	4	5	6	7	8
HP1b binding inh	-13%	-23%	-17%	47%[activator]	-2%	59%[activator]	36%	26%[57 µM]
G9a block	·	-13%[59 µM]	14µM*	-7%[59 µM]	9%[12.7 µM]	6%[59 µM]	-48%	0%[59 µM]
PI4K2A block	0	1	-2	-7	-3	0	-2	-4
ERG-DNA inh	-4%	1%	-6%	-4%	-4%	-2%	-8%	3%
GLS inhibitor	0%	6%	12%	11%	-6%	-9%	-6%	0%
PGK inhibitor	-8%	i	-11%	-1%	-5%	-7%	-4%	-4%
BAZ2B inh	?	?	25µM*	-4%	-34%	2%	3%	3%
JMJD2A Tudor inh	-30%	?	?	-11%	-14%	-3%	-12%	-5%
Pin1 inh	-2%	-3%	2%	11%	6%	-4%	-9%	?

One compound at a time, as listed above:
Record of CS(=O)(=O)N(CC(=O)N/N=C/c1cccc2c1OCCO2)c1ccccc1Br = HP1b binding inh: -2%; G9a block: 9%[12.7 µM]; PI4K2A block: -3; ERG-DNA inh: -4%; GLS inhibitor: -6%; PGK inhibitor: -5%; BAZ2B inh: -34%; JMJD2A Tudor inh: -14%; Pin1 inh: 6%
Record of COC(=O)c1ccc(C(=O)OC)c(NC(=O)N2CC3CCCN3c3ccccc32)c1 (stereo unspecified) = HP1b binding inh: -17%; G9a block: 14µM*; PI4K2A block: -2; ERG-DNA inh: -6%; GLS inhibitor: 12%; PGK inhibitor: -11%; BAZ2B inh: 25µM*; JMJD2A Tudor inh: ?; Pin1 inh: 2%

Further compounds
9. Cc1cc(C(=O)Nc2ncc(C)s2)c2ccccc2n1
10. Cc1ccc(Nc2ncc3c(n2)CC(c2ccco2)CC3=O)c(C)c1 (stereo unspecified)
11. Cc1ccc(C(=O)N2CCN(c3ccc([N+](=O)[O-])cc3-n3cccc3)CC2)cc1
12. CN(C[C@H](c1ccccc1)N(C[C@H](Cc1ccccc1)N(CCc1ccccc1)N=O)N=O)N=O
13. Cc1cc(Cl)c2oc(C(=O)N3CCN(c4cccc(C)n4)CC3)c(C)c2c1
14. Cc1cc(C)n(S(=O)(=O)Cc2ccccc2)n1
15. O=S(=O)(NCC1CCCN(Cc2ccccc2)C1)c1cccc2cccnc12 (stereo unspecified)
16. C[C@H]1COC(=O)CCCC/C=C\C[C@H](CC(=O)N(CCO)Cc2ccccc2)C(=O)N1
screen / no.	9	10	11	12	13	14	15	16
HP1b binding inh	24%	4%	?	24%	-21%	25%	27%	37%
G9a block	-22%	50µM*	28µM*	-1%[12.7 µM]	-17%[0.501 µM]	30%[12.7 µM]	14%	·
PI4K2A block	4	-2	-1	5	-3	0	-1	2
ERG-DNA inh	-9%	-2%	-16%	-6%	3%	11%	-1%	11%
GLS inhibitor	0%	5%	-7%	-10%	-1%	2%	-1%	0%
PGK inhibitor	-1%	-1%	-11%	i	-5%	-10%	-7%	11%
BAZ2B inh	-30%	0%	?	?	?	6%	-16%	·
JMJD2A Tudor inh	-18%	-26%	?	-20%	?	-7%	-10%	-2%
Pin1 inh	-11%	4%	25%	13%	0%	2%	-8%	-6%

17. CCCCCNCc1ccc(Br)cc1
18. O=C(c1ccc(S(=O)(=O)N2CCCCCC2)cc1)N1CCC(CN2C(=O)c3cccc4cccc(c34)C2=O)CC1
19. COc1ccc(NC(=O)c2ccccc2F)cc1Cl
20. Cc1ccc(S(=O)(=O)N2C[C@@H]3CCCC[C@@H]3[C@@H](C)[C@H]2c2cn(Cc3ccccc3)c3ncccc23)cc1
21. Cc1cc(C(=O)OCC(=O)Nc2cccc(S(=O)(=O)N3CCOCC3)c2)c(C)o1
22. S=C(NCc1ccccc1)NCc1ccc(CNC(=S)NCc2ccccc2)cc1
23. COC1OC(COCc2ccccc2)C(N)C(OCc2ccccc2)C1OCc1ccccc1 (stereo unspecified)
24. COc1cc(NC(=O)C2C3C=CC(C3)C2C(=O)O)c(OC)cc1Cl (stereo unspecified)
screen / no.	17	18	19	20	21	22	23	24
HP1b binding inh	19%	6%	32%	20%	-31%	-2%	16%	19%
G9a block	-9%[12.7 µM]	-50%[59 µM]	20%	·	-50%[59 µM]	2%[59 µM]	·	11µM*
PI4K2A block	0	6	-8	4	10	2	1	1
ERG-DNA inh	·	1%	3%	2%	-1%	0%	4%	·
GLS inhibitor	-3%	11%	-3%	0%	-2%	-4%	3%	9%
PGK inhibitor	-2%	-2%	-23%	-6%	-6%	-2%	-8%	·
BAZ2B inh	0%[57.1 µM]	?	56µM*	·	-9%	-6%	·	0%
JMJD2A Tudor inh	-2%	-21%	-9%	-7%	-10%[11.4 µM]	-27%	-14%	-18%
Pin1 inh	-1%	15%	-4%	0%	1%	0%	-10%	-7%

25. CC(C)Cn1c(=O)c2sccc2n2c(CCCC(=O)N3CCN(c4ccc(F)cc4)CC3)nnc12
26. O=C(Cc1csc(Nc2nc(=S)[nH]c3ccccc23)n1)NCCCN1CCN(c2cccc(Cl)c2)CC1
27. Cc1cc(C)c(C#N)c(SCCS(=O)(=O)c2ccc(Cl)cc2)n1
28. CCOC(=O)N1CCC(N(C(=O)Nc2cccc(OC)c2)C(C)CC)CC1 (stereo unspecified)
29. CCCn1c(=S)[nH]c2ccccc2c1=O
30. Cc1nc2ccccc2c(=O)n1NC(=O)c1cccc([N+](=O)[O-])c1
31. CCOC(=O)N1CCN(S(=O)(=O)c2cc(C)c(C)cc2C)CC1
32. Cc1ccccc1-n1c(=O)c2c(n3cnnc13)-c1ccccc1CC21CCCCC1
screen / no.	25	26	27	28	29	30	31	32
HP1b binding inh	65%[activator]	5%	26%	13%	11%	14%	37%	8%
G9a block	27%[59 µM]	?	·	5%[59 µM]	-44%	23%	14%[59 µM]	-8%[59 µM]
PI4K2A block	-1	-2	5	2	3	-8	6	-3
ERG-DNA inh	-2%	-1%	6%	-4%	7%	0%	-17%	-3%
GLS inhibitor	3%	-26%	14%	5%	1%	2%	-6%	-3%
PGK inhibitor	0%	i	i	·	-8%	i	-7%	-1%
BAZ2B inh	9%	-9%	1%	9%	-17%	-10%	0%	-5%
JMJD2A Tudor inh	-5%	-28%	4%	-6%	-5%	-12%	2%	-28%
Pin1 inh	-6%	?	24%	-1%	-12%	0%	-1%	3%

33. O=C(COC(=O)c1ccc([N+](=O)[O-])o1)NCc1ccccc1
34. CO/N=C/CC(=O)c1cnc(-c2ccc(Cl)cc2)s1
35. O=C(O)Cc1ccc(S(=O)(=O)Nc2ccccc2C(=O)O)cc1
36. CCN(CC)CCNC(=O)CCN1N=C(c2ccccc2)CCC1=O
37. COc1ccccc1NC(=O)C(=O)c1cc(C)n(-c2ccccc2F)c1C
38. COc1ccc(-c2csc(NC(=O)Cc3ccccc3F)n2)c(OC)c1
39. Cc1ccc(S(=O)(=O)N2CCN(C(=O)c3cc(S(=O)(=O)N(C)C)ccc3N3CCCC3)CC2)c(C)c1
40. CN(Cc1ccccc1)C(=O)c1ccc([N+](=O)[O-])o1
41. O=C(/C=C/c1cccc([N+](=O)[O-])c1)NC(=S)Nc1ccc(CN2CCOCC2)cc1
42. CCS(=O)(=O)N1Cc2ccccc2CC1C(=O)N(C)CC(=O)Nc1cccc(F)c1 (stereo unspecified)
screen / no.	33	34	35	36	37	38	39	40	41	42
HP1b binding inh	14%	-6%	16%	7%	29%	8%	36%[activator]	37%	27%	6%
G9a block	·	-49%	-6%	-3%	-42%[59 µM]	8%	?	0%[59 µM]	?	0%
PI4K2A block	-9	-1	3	1	-3	-1	2	2	-2	0
ERG-DNA inh	-4%	-3%	-6%	0%	5%	-2%	2%	1%	-21%	8%
GLS inhibitor	9%	17%	16%	0%	-6%	-6%	-13%	3%	-3%	1%
PGK inhibitor	-8%	6%	2%	-8%	-1%	4%	i	·	-5%	-8%
BAZ2B inh	·	-37%	14%	-3%	?	?	-2%	-35%	-30%	3%
JMJD2A Tudor inh	-11%	-27%	?	-15%	-24%	-20%	-22%	-15%	-7%	-18%
Pin1 inh	-17%	5%	0%	-2%	-7%	8%	2%	7%	2%	-1%

High-throughput results deposited in PubChem BioAssay by National Center for Advancing Translational Sciences (NCATS).
